# Source: PubChem BioAssay (National Center for Advancing Translational Sciences (NCATS))
# TbPYK inhibitor: T. brucei pyruvate kinase inhibition; TbPYK enzyme, Kinase-Glo Plus ATP luminescence, 45 min; AID 624173; Potency, µM (top dose mostly 76.8 µM), for the others: at the highest dose activity, negative = inhibition, hits mostly inhibitors; Q57TT1; 410,000 tested, 0.12% active; note: nearly all actives have a fitted effect of over 50% in size
#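 Luminescence from Kinase-Glo Plus, added after a 45-minute room-temperature reaction, served as the end-point read-out. The enzyme and substrate were preincubated with compound before ADP (130 uM final) initiated turnover. Concentration-effect curves came from normalized qHTS data.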
# AMA1-RON2 inh: AMA1-RON2 (P. falciparum) interaction inhibition | AlphaScreen AMA1-biotinylated RON2 peptide binding | Potency, µM (series often up to 58.2 µM), without a hit: at the top dose activity change, negative = inhibition, usual class: inhibitors | 360,000 tested, 0.2% active;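 note: 0% = vehicle wells and -100% = peptide control; nearly all actives have a fitted effect of over 45% in size; some results filed as inactive show a strong effect at the top dose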
#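 AMA1 (3D7) with his tag at 25 nM final met compounds first, then biotinylated RON2 peptide at 25 nM; detection used donor plus acceptor beads, 10 µg/mL apiece, read by AlphaScreen after 30 min at room temperature.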
# The depositor's hits bear a star; ? = inconclusive; & = joins results of further samples; [ ] = dose if it differs, or a comment. Calls come from the whole dose curve; as a rule, active = well fitted curve in the direction sought with a large enough effect; inconclusive = small, poorly fitted or top-dose-only effect, or another doubt; inactive = no such curve, though single readings can be large; an effect the other way counts as inactive or inconclusive. Unless noted, % is set by controls: 0 for no effect and ±100 for the full control effect; potency is the fitted concentration of half-maximal effect.
SMILES,TbPYK inhibitor,AMA1-RON2 inh
COc1cc(C(=O)NNC(=O)c2nn(C)c(=O)c3ccccc23)cc(OC)c1OC,-1.0%,15.8%
CC1CCC2(CC1)NC(=O)N(CC(=O)Nc1cccc(S(=O)(=O)N(C)c3ccccc3)c1)C2=O (stereo not given),-13.7%,0.0%
CCN(CC)C(=O)C1=C(C)N(Cc2ccc(F)cc2)C(=O)C(CC(=O)NCC2CCCCC2)C1 (stereo not given),4.9%,-3.6%
CCC(=O)CN(Cc1cc(OC)ccc1OC)S(=O)(=O)c1ccccc1Br,3.1%,-3.7%
CCc1nc2ccc(C(=O)NCc3ccc4c(c3)OCO4)cn2c1N(CC)CCOC,-7.7%,3.1%
O=C1NC(=O)C(Nc2ccc(Cl)c(Cl)c2)C(=O)N1,3.0%,10.1%
COc1ccccc1N1CC(C(=O)OCC(=O)c2c(N)n(C)c(=O)n(C)c2=O)CC1=O (stereo not given),-0.1%,-3.0%
Cn1c(=O)c2cc(NC(=O)CCc3ccccc3)ccc2n1-c1ccccc1F,-3.2%,3.3%
O=C(Nc1ccc(C(O)c2ccccc2)cc1)[C@@H]1O[C@H](CO)[C@H](O)[C@H](O)[C@H]1O (stereo not given in full),5.4%,4.3%
CC(O)(c1ccccc1)c1nc(-c2ccc(Cl)cc2)cs1 (stereo not given),6.1%,4.6%
N#Cc1cccc(NC(=O)c2cc(C3CCCCN3C(=O)CCc3ccccc3)on2)c1 (stereo not given),4.9%,-3.5%
N#CC1(NC(=O)CSc2nc3ccccc3o2)CCCCC1,0.8%,27.0%
COc1ccc2oc(C(=O)N3CCN(S(=O)(=O)c4ccc(F)cc4)CC3)c(C)c2c1,0.0%,-8.2%
CC1(C(=O)NS(=O)(=O)c2cccc(OC(F)F)c2)CCN1C(=O)C/C=C/c1ccccc1 (stereo not given),-3.9%,-0.1%
COc1ccc(-c2sc3ccccc3c2/C=C/c2ccncc2)cc1,-6.0%,-0.7%
C=CS(=O)(=O)N(Cc1ccccc1Br)[C@H](CO)Cc1ccccc1,4.3%,11.5%
CC(C)NC1(C#N)CCN(Cc2ccccc2)CC1,2.6%,4.4%
CCOC(=O)c1c(C)[nH]c(C(=O)OCc2nc3ccsc3c(=O)[nH]2)c1C,-0.8%,13.1%
CC(=O)c1ccc(OCC(=O)NCCC2=CCCCC2)cc1,-6.4%,-6.1%
COc1cc(NC(=O)Cn2cnc3c(NCc4ccccc4)ncnc32)cc(OC)c1OC,2.2%,-7.2%

# Full records as entered above. Order of values: TbPYK inhibitor | AMA1-RON2 inh
# `O=C(Nc1ccc(C(O)c2ccccc2)cc1)[C@@H]1O[C@H](CO)[C@H](O)[C@H](O)[C@H]1O` (stereo not given in full) is listed with 5.4% | 4.3%
# `COc1ccccc1N1CC(C(=O)OCC(=O)c2c(N)n(C)c(=O)n(C)c2=O)CC1=O` (stereo not given) is listed with -0.1% | -3.0%

# Later entries
SMILES,TbPYK inhibitor,AMA1-RON2 inh
Nc1ccn([C@@H]2O[C@H](C(=O)N[C@H](CO)Cc3ccccc3)[C@@H](O)[C@H]2O)c(=O)n1,-7.3%,21.8%
O=C(CN1CCN(CC(=O)c2ccccc2)CC1)c1ccccc1,3.4%,35.8%[activator]
CC(=O)c1ccc(NC(=O)COC(=O)Cc2ccsc2)cc1,3.1%,-4.2%
CC(N)Cc1c[nH]c2ccc(O)cc12 (stereo not given),-2.4%,4.5%
C[C@H]1CC[C@@]2(O[C@@H](CCO)C[C@H](O)[C@H]2O)O1,2.9%,18.7%
CC1CCCC(NC(=O)CSc2n[nH]c(=O)n2Cc2ccccc2)C1C (stereo not given),1.5%,-1.3%
CCCNC(=O)c1cc2c(c(-c3cccc(-c4cc5ccccc5o4)c3)n1)[C@H](CCO)N(C(=O)NC(C)C)C2,-1.1%,0.1%
CNS(=O)(=O)c1ccc(CNC[C@H]2O[C@@H](n3cnc(C(N)=O)n3)[C@H](O)[C@@H]2O)cc1,-0.2%,11.5%
O=C(CF)N(O)c1ccc(C=Cc2ccccc2)cc1,1.1%,7.9%
COc1cc(C(O)c2nc(-c3ccc4ccccc4c3)cs2)ccc1F (stereo not given),0.8%,6.7%
COc1cc(C(=O)NN2C(=O)NC3(CCC(C)CC3)C2=O)ccc1OC(F)F (stereo not given),-6.3%,-4.1%[11.6 µM]
COc1ccc(NC(=O)C2(C)CCCN(C(C)C)C2)cc1OC (stereo not given),0.9%,5.7%
Cc1cc(=O)oc2cc(OCC(=O)OC(C)C(=O)Nc3ccc(S(N)(=O)=O)cc3)ccc12 (stereo not given),-10.9%,10.4%
O=c1c2ccccc2nc(-c2ccccc2)n1O,-1.9%,-2.5%
NS(=O)(=O)c1ccc(NC(=O)CSc2nc3ccccc3c(=O)n2Cc2ccncc2)cc1,1.8%,-18.8%
CS(=O)(=O)c1ccc(NC(=O)c2cc3c(cc2Cl)N2CCCCCC2=NS3(=O)=O)cc1,-7.1%,-1.8%[11.6 µM]
O=C1CCN(Cc2ccccc2)C=C1c1ccc(Br)cc1,-1.2%,-19.5%
O=C(Oc1ccc(/C=N/NC(=O)c2ccccn2)cc1)c1ccc(Br)cc1,-3.5%,25.2%
CCc1nc2c(OCCn3cccc3)cccn2c1N(C)C(=O)C1CC1,-1.1%,-9.8%
Cc1ccccc1C(=O)N1[C@@H](C(C)C)COc2cc(Br)ccc2S1(=O)=O,3.8%,-3.5%
Cc1cccc(C)c1NC(=O)c1csc([C@H]2C[C@H](O)[C@@H](CO)O2)n1,-3.8%,7.7%
Cc1ccccc1-c1n[nH]nc1C1=CC(=O)CC(C)(C)C1,-7.2%,13.5%
CCOC(=O)c1cccc(C2=C(CNC(=O)c3ocnc3C)[C@H]3CC[C@@H](C2)N3Cc2ccccc2)c1,-5.5%,0.4%
CCN1C(=O)[C@H]2[C@@H](c3ccc(C)cc3)N[C@]3(CCCN(Cc4ccco4)C3=O)[C@H]2C1=O,3.6%,16.1%
COc1ccccc1N1CCN(CC(=O)NC(=O)NCc2ccccc2)CC1,-13.4%,-10.7%
O=C(OCc1cn([C@H]2CN(Cc3cccs3)[C@@H](c3ccc(Cl)cc3)C[C@@H]2O)nn1)c1ccccc1,-12.1%,-7.8%
Cc1ccc(NC(=O)C=NOCC(=O)Nc2cc(C)cc(C)c2)cc1,6.2%,1.2%
COc1ccc(C(=O)NC(=S)NC(C)c2ccccc2)cc1 (stereo not given),-1.3%,2.0%
CNCC(=O)c1ccccc1,1.3%,13.0%
COC(=O)c1c(N)[nH]c(C(=O)c2ccccc2)c1-c1ccc(Br)cc1,1.7%,6.5%
O=C(COC(=O)c1ccccc1)NCCCCc1ccccc1,3.9%,-0.5%
COc1cccc(C(=O)Nc2ccc3nc4n(c(=O)c3c2)CCCCC4)c1,-15.1%&-5.4%,-7.8%
c1coc(-c2nc3ccccc3s2)c1,-3.6%,-8.0%
CC(=O)Nc1ccc(SCC(=O)NC(=O)c2ccc(Cl)cc2)cc1,0.2%,1.2%
C[C@H](CO)N1C[C@H](C)[C@@H](CN(C)Cc2ccccc2)Oc2c(NC(=O)C3CC3)cccc2C1=O,3.5%,28.0%
CN(CC(=O)Nc1ccccc1Br)C(=O)c1ccccc1OCc1ccc(Cl)cc1,0.6%,2.6%[11.6 µM]
C[C@H]1CN([C@@H](C)CO)S(=O)(=O)c2ccc(C#CC3CC3)cc2O[C@H]1CN(C)C(=O)c1cccnc1,-1.5%,-1.8%
COc1ccc(NC(=O)c2ccc(NC(=O)CN3CCN(c4ccccc4)CC3)cc2)cc1,-13.1%,18.7%
N#Cc1ccc(OCC(=O)N2CCc3ccccc32)cc1,-2.7%,0.0%
Cc1cccc(C)c1NC(=O)C1(C)CCC(=O)N1CCCn1ccnc1 (stereo not given),0.9%,-1.8%
CCOC(=O)N(Cc1ccccc1)Cc1ccc(C(=O)N[C@@H](Cc2ccccc2)C(=O)O)cc1,2.6%,3.1%
O=C(OCC1COC(c2ccccc2)(c2ccccc2)O1)c1ccccc1 (stereo not given),-12.3%,39.8%[activator]
COc1cc(NC(=O)CNC(=O)Cn2cnc3sc(C)c(C)c3c2=O)cc(OC)c1OC,-0.1%,?
CN(CC(=O)Nc1ccc(F)c(F)c1F)C(=O)C1CCCN1C(=O)c1cccs1 (stereo not given),5.2%,48.0%[activator]
OC(c1cc(-c2cccc(Cl)c2)nc2ccccc12)C1CCCCN1 (stereo not given),3.9%,-9.7%
Nc1ccn([C@@H]2O[C@H](CNCc3cc(Cl)ccc3OCc3ccc(Cl)cc3)[C@@H](O)[C@H]2O)c(=O)n1,-1.5%,13.9%
CC(=O)Nc1cc(-c2ccc(N)cc2)cn2c(-c3cccc(C(F)(F)F)c3)cnc12,1.1%,18.3%
CC(Sc1ncnc2sccc12)C(=O)Nc1ccc(S(N)(=O)=O)cc1 (stereo not given),-3.7%,8.3%
Cc1ccc(NC(=O)/C=C/c2ccco2)cc1S(=O)(=O)N1CCCCCC1,4.4%,-6.8%
NS(=O)(=O)c1cccc(NC(=O)COC(=O)c2cc([N+](=O)[O-])ccc2N2CCCC2)c1,-1.9%,-22.7%
CCOC(=O)C1=C(C)NC(C)=C(C(=O)OCC)C1C(=O)OCC(=O)NC1CCCCC1,4.9%,-19.4%
CC1=C(C(=O)N(C)C)CC(CC(=O)NCc2cccc3ccccc23)C(=O)N1Cc1ccc(C(C)(C)C)cc1 (stereo not given),-5.8%,-0.8%
O=C(COC(=O)c1cc(=O)[nH]c2ccccc12)NCc1ccccc1,-1.0%,1.8%
COc1cc2ccccc2cc1C(=O)NC1CCCC1,5.6%,-2.0%
COc1cccc(/C=N/NC(=O)NC23CC4CC(CC(C4)C2)C3)c1O,-2.2%,59.8%[activator]
Cc1c(C(=O)NCc2cccs2)sc(=O)n1Cc1ccc(S(C)(=O)=O)cc1,3.2%,-2.1%
CC(C)(C)[C@@H]1COC(=O)[C@@H](NC(=O)OCC2c3ccccc3-c3ccccc32)C/C=C\C[C@@H](CC(=O)NCCO)C(=O)N1,-10.2%,6.9%
C1CN(P2(N3CC3)=NP(N3CC3)(N3CC3)=NP(N3CC3)(N3CC3)=N2)CCO1 (stereo not given),-11.2%&-6.0%,18.4%
CCOC(=O)C1=C(COC(=O)c2ccc([N+](=O)[O-])s2)NC(=O)NC1C (stereo not given),0.0%,-8.7%
O=C(O)C(c1ccccc1)c1ccccc1,-0.5%,-0.8%

# Next part:
SMILES,TbPYK inhibitor,AMA1-RON2 inh
Cn1nc(C(C)(C)C)cc1NC(=O)C1(C)CCN1C(=O)Cc1ccc(-c2ccccc2)cc1 (stereo not given),-5.1%,-7.2%
COc1ccc(NC(=O)c2cc(-c3ccc(C)o3)nc3ccccc23)cc1,-21.5%,1.8%
CC(C)(C)c1ccc(CC(=O)N2CCC2(C)C(=O)NCc2ccc3c(c2)OCO3)cc1 (stereo not given),0.1%,-10.5%
Cc1ccc(-c2nc(C)sc2CC(=O)OCC(=O)Nc2ccc(F)c(Cl)c2)cc1,5.3%,9.9%
Cc1ccc(NS(=O)(=O)c2ccc(C)c(NC(=O)c3ccc(S(=O)(=O)N4CCCCCC4)cc3)c2)c(C)c1,-7.4%,-8.5%
Cn1c2c(c(=O)n1-c1ccccc1)CSCC2,1.8%,13.6%
O=C(c1csc2c1CCCC2)n1cccn1,-7.5%,-23.8%
O=S(=O)(CCNCc1ccco1)NC1CCCCC1,3.6%,-1.3%
O=C1C[C@@H]2c3c(cccc3CN1Cc1ccccc1)C[C@@H](O)[C@H]2O,5.3%,-1.0%
Oc1ccc(-c2nccs2)cc1,2.9%,30.1%[activator]
COc1ccc(NC(=O)C2(C)Cc3c(-c4ccc(C(N)=O)cc4)ccnc3O2)cc1OC (stereo not given),-0.4%,8.9%
S=C(NCCc1ccccc1)N1Cc2cc(N3CCOCC3)ccc2-n2nncc2C1,-4.1%,-11.9%
Cc1ccc(S(=O)(=O)N2CCN(C(=O)COC(=O)COc3ccc(Cl)cc3)CC2)c(C)c1,3.9%,-9.6%
CCCCCc1c(-c2cccc(Cl)c2)ncn1CCc1ccccc1OC,5.9%,-16.4%
Cc1ccc(Cn2c(C)c(C(=O)NCc3ccccc3C(F)(F)F)sc2=O)cc1,-2.8%,-7.2%
Cc1ccc(S(=O)(=O)NCc2nnnn2-c2ccc(F)cc2)cc1,0.1%,0.0%
CC(C)(C)OC(=O)N(Cc1ccccc1)Cc1ccccc1OCc1cccc(NC(=O)C2CC2)c1,2.2%,-4.5%
Clc1nc(NC2CCCCC2)c2cn[nH]c2n1,4.3%,4.0%
CN(C)CCN(C)C1CN(CCc2ccccc2)S(=O)(=O)C1 (stereo not given),-14.7%,6.4%
O=C(NCC(c1cccs1)N1CCOCC1)c1cc(S(=O)(=O)N2CCOCC2)ccc1Cl (stereo not given),1.0%,-1.2%
Cc1ccc(S(=O)(=O)NC(=O)C2(C)CCN2C(=O)C2CCCCC2)cc1 (stereo not given),1.5%,10.5%
FC(F)(F)c1ccccc1Cc1c(C2CCCCC2)nc2ccc(Br)cn12,3.3%,-1.8%

# Quoted from the listing.
# `Cn1c2c(c(=O)n1-c1ccccc1)CSCC2` @ TbPYK inhibitor: 1.8%
# `Cc1ccc(Cn2c(C)c(C(=O)NCc3ccccc3C(F)(F)F)sc2=O)cc1` @ AMA1-RON2 inh: -7.2%

# Only part of the results is shown; the hit share may differ from the screen's.
